# Screening results deposited in PubChem by National Center for Advancing Translational Sciences (NCATS).
# FUS suppressor: FUS proteinopathy suppression in yeast | S. cerevisiae FUS-expressing, growth rescue, OD600, 24 h | Potency, µM (series often up to 76.6 µM), without a hit: at the top dose growth rescue (activation), usual class: activators | 0.24% of 390,000 active;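 note: plate controls were DMSO vehicle for no effect and reference control for full effect; nearly all actives have a fitted effect of over 55% in size; some results filed as inactive show a strong effect at the top dose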
#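 Restored growth of FUS-toxic S. cerevisiae, read as 600 nm absorbance after 24 h at 30C in galactose medium (starting OD 0.005). Controls CP55940 and DMSO.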
# TDP43 rescue: rescues yeast growth from TDP-43 toxicity | Potency, µM (highest dose often 46.1 µM), for inactives: at the highest dose growth rescue (activation), actives largely listed as activators | TDP-43 expressing yeast growth rescue, BacTiter-Glo, 24 h | 1.8% of 410,000 active; note: % of control where 0% means no effect; nearly all actives have a fitted effect of over 50% in size
#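 Galactose-induced TDP-43 yeast, OD600=0.02, compound pinned; 24 hr, 30 deg C; BacTiter-Glo luminescence for growth. Inhibitors of TDP-43 toxicity read as activators.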
# EPAC1 ag: EPAC1 (human) agonism; O95398; EPAC1 agonist qHTS, biochemical assay; response scale: 100% = response to 6.5 mM cAMP; Potency, µM (highest dose often 154 µM), inactives show at the top dose activation, most hits filed as activators; 0.073% of 360,000 active; AID 720707; note: nearly all actives have a fitted effect of over 60% in size
#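 Compounds were pinned as a concentration titration into mixtures of EPAC1 (100 nM), BODIPY-GDP-loaded Rap1B (250 nM) and GDP (50 uM). After 5 min at room temperature, fluorescence was followed for 30 min; activity was scaled to 6.5 mM cAMP.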
# EPAC1 antag: antagonists of human EPAC1; O95398; EPAC1 GEF assay, Rap1b-BODIPY-GDP exchange fluorescence; Potency, µM (top dose mostly 115 µM), inactives show at the highest dose activity change, negative = inhibition, usual class: inhibitors; 0.14% of 360,000 active;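 note: plate controls were vehicle for no effect and positive control for full effect; nearly all actives have a fitted effect of over 50% in size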
# EPAC2 antag: EPAC2 (human) antagonism; 0.18% of 360,000 active; Potency, µM (doses to about 114 µM), for the others: at the highest dose activity, negative = inhibition, most hits filed as inhibitors; EPAC2 GEF exchange of Rap1B-BODIPY-GDP, fluorescence; note: % is set by controls: 0 for no effect and ±100 for the full control effect; nearly all actives have a fitted effect of over 45% in size; many of its hits are not listed in these tables
# Target sequence (Q8WZA2 whole entry, looked up): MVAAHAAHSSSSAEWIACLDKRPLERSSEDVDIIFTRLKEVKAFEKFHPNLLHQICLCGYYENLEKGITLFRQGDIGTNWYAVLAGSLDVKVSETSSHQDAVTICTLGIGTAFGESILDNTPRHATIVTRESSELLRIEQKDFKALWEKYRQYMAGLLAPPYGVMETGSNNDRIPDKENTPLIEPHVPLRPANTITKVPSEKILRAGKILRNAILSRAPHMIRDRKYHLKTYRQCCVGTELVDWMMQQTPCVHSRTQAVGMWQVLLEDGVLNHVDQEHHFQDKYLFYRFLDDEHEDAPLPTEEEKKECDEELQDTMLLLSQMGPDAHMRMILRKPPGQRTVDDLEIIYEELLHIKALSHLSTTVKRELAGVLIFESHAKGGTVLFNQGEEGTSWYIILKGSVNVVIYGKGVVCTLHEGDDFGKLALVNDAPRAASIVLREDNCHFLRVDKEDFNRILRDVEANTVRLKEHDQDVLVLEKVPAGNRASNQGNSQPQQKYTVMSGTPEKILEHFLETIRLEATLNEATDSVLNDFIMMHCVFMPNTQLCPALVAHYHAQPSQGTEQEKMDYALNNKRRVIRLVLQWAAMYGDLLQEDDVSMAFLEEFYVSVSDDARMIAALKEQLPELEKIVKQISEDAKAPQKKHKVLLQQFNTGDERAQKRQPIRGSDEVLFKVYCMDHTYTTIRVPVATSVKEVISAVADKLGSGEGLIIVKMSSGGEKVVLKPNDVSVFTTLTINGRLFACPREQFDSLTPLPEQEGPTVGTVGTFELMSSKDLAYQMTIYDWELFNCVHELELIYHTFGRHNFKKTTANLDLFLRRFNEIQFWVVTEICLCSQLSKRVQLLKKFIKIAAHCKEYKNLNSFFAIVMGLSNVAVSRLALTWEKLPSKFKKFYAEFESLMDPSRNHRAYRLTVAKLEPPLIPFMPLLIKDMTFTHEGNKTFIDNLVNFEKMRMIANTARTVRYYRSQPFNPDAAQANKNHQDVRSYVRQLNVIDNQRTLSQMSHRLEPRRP
# EPAC2 agonist: agonists of human EPAC2 (RAPGEF4); EPAC2 activation, biochemical qHTS; response scale: 100% = 6.5 mM cAMP response; Q8WZA2; AID 720711; 0.079% of 360,000 active; Potency, µM (titrated, usually from 154 µM), without a hit: top-dose activation, actives largely listed as activators; note: nearly all actives have a fitted effect of over 50% in size
#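 Readout is BODIPY fluorescence (480 nm excitation, 540 nm emission), which falls as labeled GDP is exchanged off Rap1B. EPAC2 at 100 nM acted on 250 nM RAP1B-BODIPY-GDP with 50 uM GDP present.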
# aSyn yeast inh: alpha-synuclein toxicity inhibition in yeast; Yeast expressing alpha-synuclein, growth rescue, BacTiter-Glo, 24 h; Potency, µM (doses to about 46.1 µM), inactives show at the top dose growth rescue (activation), actives largely listed as activators; 0.14% of 370,000 active; note: % of control where 0% means no effect; nearly all actives have a fitted effect of over 65% in size
#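 Screening used galactose-induced yeast with toxic alpha-synuclein levels, exposed to compound for 24 hr at 30 deg C. Cell growth, read with BacTiter-Glo luminescence, gave the measured signal.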
# PTHR1 agonist: activates the human parathyroid hormone receptor PTHR1; HEK293 GP2 PTHR1 cells, GloSensor cAMP luminescence, 1 h; 0.075% of 410,000 active; Potency, µM (highest dose often 115 µM), for the others: at the top dose activation, most hits filed as activators; Q03431; AID 743266; note: nearly all actives have a fitted effect of over 55% in size; some results filed as inactive show a strong effect at the top dose; inactives centre near -15; many of its hits are not listed in these tables
#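 HEK-293-derived GP2 cells expressing PTHR1 and a GloSensor cAMP reporter, 3,000/well, plated overnight, given luciferin plus IBMX (each 0.5 mM as added) for 1 h at 37 °C, then compound for 1 h at 37 °C. Luminescence was read after 15 min at room temperature.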
# Starred values were filed as active, the others as inactive; i = inactive; ? = inconclusive; nt = not tested or not shown; [ ] = remark or other dose. Calls come from the whole dose curve; as a rule, active = well fitted curve in the direction sought with a large enough effect; inconclusive = small, poorly fitted or top-dose-only effect, or another doubt; inactive = no such curve, though single readings can be large; an effect the other way counts as inactive or inconclusive. Potency is the fitted concentration of half-maximal effect.
smiles | FUS suppressor | aSyn yeast inh | EPAC2 agonist | TDP43 rescue | EPAC2 antag | PTHR1 agonist | EPAC1 antag | EPAC1 ag
O=S(=O)(Nc1ccc2c(c1)OCO2)c1cccc(Br)c1 | nt | 9.5% | -2.2% | 12.6µM* | -14.1% | -20.1% | -14.9% | -2.6%
COc1ccc2c(c1)Sc1ccccc1N2CCN(C)C | 6.9% | 12.4% | -0.5% | -21.2% | 15.6% | ? | 15.6% | 7.1%
CC1CC(C)CN(c2nc(NCc3ccco3)nc(N)c2[N+](=O)[O-])C1 (centres undefined) | nt | 0.8% | 3.2% | 16.9% | -10.8% | -32.8%[inhibitor] | -18.7% | 3.7%
CCOC(=O)c1c(CNc2ccncc2)n(C)c2cc(Br)c(O)cc12 | 0.2% | ? | -2.6% | -2.2% | -5.1% | i | ? | 2.1%
CN(CC(=O)Nc1ccc(F)c(F)c1F)C(=O)CCCSc1nc2ccccc2[nH]1 | 7.7% | 1.6% | 1.9% | 15.7% | 3.8% | -14.3% | -18.8% | 4.7%
Cc1nn(CC(C)C)c(Cl)c1C(=O)N(C)CC(=O)Nc1c(Cl)cccc1Cl | 14.3% | -0.4% | 7.7% | -14.3% | -7.8% | -22.7% | -13.4% | -22.8%
CCCC(=O)NNc1c2ccccc2nc2ccccc12 | nt | 5.6% | 1.9% | 11.0% | -2.1% | i | -13.8% | -8.6%
Cn1cc(CNC(=O)C2c3ccccc3Oc3ccccc32)cn1 | 24.2% | -4.7% | 0.0% | 9.6% | -0.4% | -0.4%[57.5 µM] | -1.9% | 1.8%
CN(C)c1ccc(/C=C2\SC(=O)N(CC(O)Cn3c4ccccc4c4ccccc43)C2=O)cc1 (centres undefined) | nt | 6.7% | 21.8% | 3.2% | 46.0%[activator] | i | 87.4%[activator] | ?
CC(=O)Oc1ccc2c(=O)c(-c3ccccc3)c(C)oc2c1 | -22.9% | -1.4% | -4.3% | -4.5% | 22.4% | -35.4%[inhibitor] | -7.9% | 0.6%
Clc1cccc(Nc2nc(N3CCOCC3)nc(N3CCOCC3)n2)c1 | 12.1% | 14.1% | -6.3% | 0.0% | 0.8% | i | -0.8% | -6.0%
Cc1ccc(C(=O)N[C@H](C(=O)Nc2sccc2C(N)=O)C(C)C)cc1 | 1.3% | 1.1% | 4.5% | -3.4% | -1.7% | -2.1% | -8.4% | 7.4%
Cc1cccc(C)c1NC(=O)CS(=O)CC(=O)NC1CCCc2ccccc21 (centres undefined) | 18.8% | 0.4% | 3.0% | 5.3% | 4.5% | i | -3.5% | 9.2%
CC(CCc1ccccc1)NC(=O)CN1CCN(c2ccc(O)cc2)CC1 (centres undefined) | 22.4% | 3.2% | 6.2% | 11.2% | 17.7% | i | 4.2% | -6.7%
CN(C)c1ccc(-c2c(-c3ccc4c(c3)OCO4)noc2-c2ccsc2)cn1 | 8.1% | -10.9% | 12.4% | 6.7% | -7.7% | i | 0.7% | -8.4%
O=C(Nc1ccon1)c1ccc(Cl)c(S(=O)(=O)N2CCCCC2)c1 | -8.5% | -9.0% | -1.6% | 15.4% | -5.0% | -23.9% | -1.1% | -4.4%
O=C(CN1C(=O)NC2(CCCC2)C1=O)Nc1cc(C(F)(F)F)ccc1N1CCCCC1 | ? | -3.4% | 0.4% | 2.0% | -15.2% | -32.6% | -27.8% | 4.1%
CCCC[C@H]1COCCS(=O)(=O)N1Cc1ccc(C)cc1 | 13.4% | 9.0% | -9.0% | 19.1% | -8.0% | -94.6%[inhibitor] | -15.5% | -30.5%[inhibitor]
COc1ccc(C(=O)NC(=S)N2CCNC(=O)C2CC(=O)OC(C)C)cc1 (centres undefined) | 4.4% | 14.5% | 14.4% | 9.7% | -6.2% | i | 14.6% | 5.1%
O=[N+]([O-])c1ccc(NCCCN2CCOCC2)c(Cl)c1 | 16.0% | -0.2% | 6.2% | -14.2% | 0.8% | i | -1.4% | 0.0%
Fc1ccccc1OCCCCCCN1CCCC1 | 25.8% | -1.4% | 3.2% | -3.7% | -3.0% | i | 1.9% | 2.2%
O=C(NC(NNc1ccc([N+](=O)[O-])cc1)(C(F)(F)F)C(F)(F)F)c1ccc(F)cc1 | nt | -21.9% | -2.4% | -3.5% | -12.4% | -30.7%[inhibitor] | -28.9% | -4.3%
COc1ccc(CCC(=O)Nc2nc3c(s2)CN(C)CC3)cc1OC | 27.3% | -5.8% | 2.0% | -7.3% | 7.7% | i | 13.0% | 1.3%
Cn1nc(C(=O)NNc2c(F)c(F)cc(F)c2F)c2ccccc2c1=O | 1.5% | 5.9% | 8.4% | ? | -1.6% | -23.4% | 4.2% | 0.4%
Cc1cnc(C(=O)OCC(=O)NCc2ccccc2)cn1 | 19.6% | 1.8% | -2.5% | 15.0% | 7.4% | -0.7% | -0.2% | 4.0%
COc1ccccc1NC(=O)CSc1nc(=O)n(CCN2CCOCC2)c2c1CCC2 | 12.4% | -3.0% | -6.4% | 6.2% | -2.2% | i | -1.0% | -3.2%
COC(=O)c1cc2nc(-c3ccc(C)cc3)cc(C(F)(F)F)n2n1 | 16.1% | 3.6% | 3.7% | ? | -2.9% | i | -23.1% | 2.2%
CN(C)c1ccc(N2C(=O)CC(c3ccccc3)CC2=O)cc1 | 1.0% | -2.3% | 7.3% | 14.9% | 14.0% | i | 3.5% | -5.9%
CCNS(=O)(=O)c1ccc(CCC(=O)N2CCc3ccccc3C2)cc1 | -4.6% | 11.1% | 8.9% | 12.6% | 1.7% | -15.9% | -4.8% | 5.3%
O=[N+]([O-])c1ccc(O)c(C2CCCCC2)c1 | 6.2% | -59.3%[inhibitor] | 1.5% | -94.7%[inhibitor] | -22.9% | -36.2%[inhibitor] | ? | -4.3%

# Brought forward from above: 4 entries; new compounds follow.
smiles | FUS suppressor | aSyn yeast inh | EPAC2 agonist | TDP43 rescue | EPAC2 antag | PTHR1 agonist | EPAC1 antag | EPAC1 ag
COC(=O)c1cc2nc(-c3ccc(C)cc3)cc(C(F)(F)F)n2n1 | 16.1% | 3.6% | 3.7% | ? | -2.9% | i | -23.1% | 2.2%
CN(C)c1ccc(N2C(=O)CC(c3ccccc3)CC2=O)cc1 | 1.0% | -2.3% | 7.3% | 14.9% | 14.0% | i | 3.5% | -5.9%
CCNS(=O)(=O)c1ccc(CCC(=O)N2CCc3ccccc3C2)cc1 | -4.6% | 11.1% | 8.9% | 12.6% | 1.7% | -15.9% | -4.8% | 5.3%
O=[N+]([O-])c1ccc(O)c(C2CCCCC2)c1 | 6.2% | -59.3%[inhibitor] | 1.5% | -94.7%[inhibitor] | -22.9% | -36.2%[inhibitor] | ? | -4.3%
COc1ccc(-c2n[nH]c(=S)n2/N=C/C=C/c2ccccc2OC)cc1 | nt | 0.4% | -26.9% | ? | -6.0% | -7.3% | -23.0% | -3.0%
O=C(NCc1ccncc1)C(=O)N/N=C/c1cccnc1 | -10.4% | 0.0% | 5.1% | 8.5% | 14.7% | i | -5.3% | 0.5%
CC(=O)Nc1cccc(C(=O)NNC(=O)c2ccc(-n3cnnn3)cc2)c1 | 0.1% | -0.8% | 7.0% | -14.5% | 12.8% | i | 6.6% | 2.2%
Cc1ccc(S(=O)(=O)NCC(=O)OCc2cc(=O)oc3c(C)c(C)ccc23)cc1C | nt | 12.7% | 14.7% | 9.0% | -5.8% | i | 6.3% | 10.5%
COc1ccc(C2CC(c3ccccc3)=NN2C(=O)COC(=O)c2ccc(Cl)nc2)cc1 (centres undefined) | 38.2% | 5.2% | 6.1% | -5.8% | -12.0% | -9.2% | -7.1% | 3.3%
CC1CCC2C(=O)N(c3ccc(C(=O)Oc4cccc5cccnc45)cc3)C(=O)C2C1 (centres undefined) | 24.0% | -24.7% | 2.4% | -43.2%[inhibitor] | 9.6% | i | -12.2% | -10.9%
Cc1cc(C)nc(SCc2ccc(C(=O)N/N=C/c3cccc(O)c3O)cc2)n1 | 38.6% | ? | 8.4% | 14.0% | 1.7% | -4.1% | 0.5% | -0.1%
CCc1cc(C(=O)N2CCN(c3ccccc3OC)CC2)sc1C | 30.7% | 2.9% | 7.1% | 12.6µM* | -11.6% | -4.7% | -13.5% | -0.4%
CN(C)c1cccc(C(=O)N/N=C/c2ccsc2)c1 | -1.2% | -3.4% | 1.8% | 6.8% | 12.9% | -16.9% | 7.8% | -4.1%
C#CC(=O)N(c1cccc(OC)c1)C(C(=O)NC1CCCC1)c1cccs1 (centres undefined) | 9.7% | 3.8% | 14.1% | -9.0% | -2.7% | -28.7%[57.5 µM] | -23.4% | 11.9%
O=C(CCc1nc(-c2ccccc2Cl)no1)NCc1ccco1 | 2.4% | -4.7% | 14.8% | 11.5% | -5.7% | 9.7% | -3.5% | 9.4%
CC(=O)C1CCC2C3CCC4=CC(=O)C=CC4(C)C3C(=O)CC12C (centres undefined) | -0.9% | -18.4% | 2.4% | -13.6% | -6.1% | -0.2% | -6.9% | 3.4%
Cc1cc(C(=O)OCn2nnc3ccccc3c2=O)c(C)n1-c1ccccc1 | 10.0% | ? | 13.6% | 14.5% | 1.7% | -2.1%[57.5 µM] | 8.7% | 13.6%
COc1ccc([N+](=O)[O-])cc1NCC(=O)Nc1cccc(S(=O)(=O)N2CCCC2)c1 | 12.8% | -0.2% | 1.4% | 13.7% | -4.9% | -2.7% | -18.4% | -1.3%
CCOC(=O)N1CCC(N2C(=O)c3ccccc3C2Nc2ccc(S(=O)(=O)N(CC)CC)cc2)CC1 (centres undefined) | ? | -1.3% | 0.7% | 0.0% | 5.6% | 3.5% | ? | -10.3%
Cc1ccc(NCC(=O)N/N=C/c2ccc(C(=O)O)cc2)cc1 | 9.7% | -0.5% | 1.3% | -4.5% | -4.6% | i | 1.2% | 6.9%
Nc1cc(C(=O)O)ccc1Nc1ccccc1 | 23.3% | 24.7% | 7.0% | ? | -5.7%[57.1 µM] | i | 8.8% | 3.1%
O=C(N/N=C/c1coc2ccccc2c1=O)c1cc(Br)ccc1O | nt | -4.7% | 5.0% | 14.2% | 16.4% | i | -23.0% | -1.2%
CC1(C)C2CCC1(CS(=O)(=O)Nc1ccc(S(=O)(=O)NC3CCCCC3)cc1)C(=O)C2 (centres undefined) | nt | -2.4% | 5.4% | -16.8% | 5.9% | -30.6%[inhibitor] | -7.2% | -9.0%
CCCCCCCNC(=O)C1(CC2CC(c3ccccc3)=NO2)CCN(C(=O)OC(C)(C)C)CC1 (centres undefined) | ? | 3.2% | -12.8% | -12.9% | 10.8% | -23.2% | -15.0% | -9.9%
COC(=O)CNC(=O)CN1C(=O)N(c2ccc(Cl)cc2)C(N(O)C(=O)Nc2ccc(Cl)cc2)C1(C)C (centres undefined) | 6.6% | -0.3% | -17.9% | 7.8% | -3.6% | i | -10.4% | 4.5%
COc1ccc(OC)c(S(=O)(=O)Nc2ccc(C(C)=O)cc2)c1 | 10.3% | 2.8% | 0.1% | -24.5% | 0.8% | i | -5.5% | 0.0%

# A portion of the library. The share of hits here may be higher or lower than overall.
